Compound activity (PubChem)
tim10-1 inh = tim10-1 yeast growth inhibition. S. cerevisiae tim10-1 ts strain growth, BacTiter-Glo, 24 h. inhibition, % at 20 µM. 330,000 tested, 2.2% active;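 active = inhibition of at least 40%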;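 note: mutant grown at 25 °C; 0% = DMSO wells with yeast and 100% = wells holding no yeast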
Mdm2-MdmX inh = disrupts the human Mdm2-MdmX interaction | SaOS-2 split-luciferase Mdm2/MdmX complementation, luminescence | inhibition, % at 8 µM | 330,000 tested, 3% active;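 active = inhibition of at least 50% at 8 µM in the primary screen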
UPR CHOP act = apoptotic UPR (CHOP) activation; AID 449763; 330,000 tested, 0.34% active; CHO-CHOP luciferase reporter, luminescence; percent of tunicamycin response over DMSO baseline; activation, % at 10 µM;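 active = at 10 µM dose, activation of 40% or more, normalized to positive control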;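 note: 100% = tunicamycin at 10 µg/mL and 0% = DMSO alone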
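System: CHO-CHOP luciferase reporter cell line | Buffer or medium: F12 medium containing 10% fetal bovine serum | Doses: One dose, 10 µM in 0.5% DMSO | Times: 6 h compound exposure at 37 °C after overnight seeding | Signal: Luciferase luminescence | Read-out: % activation vs tunicamycin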
APJ antagonist = antagonists of human APJ apelin receptor; P35414; 330,000 tested, 0.32% active; inhibition, % at 20 µM; CHO-K1 APJ beta-arrestin complementation, luminescence;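 active = inhibition above about 40% at 20 µM, limit read from the data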;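 note: cells challenged with 10 nM apelin-13 agonist together with compound; plate controls were apelin-13 plus DMSO wells for no effect and DMSO wells lacking apelin-13 for full effect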
Target sequence (P35414 whole entry, looked up): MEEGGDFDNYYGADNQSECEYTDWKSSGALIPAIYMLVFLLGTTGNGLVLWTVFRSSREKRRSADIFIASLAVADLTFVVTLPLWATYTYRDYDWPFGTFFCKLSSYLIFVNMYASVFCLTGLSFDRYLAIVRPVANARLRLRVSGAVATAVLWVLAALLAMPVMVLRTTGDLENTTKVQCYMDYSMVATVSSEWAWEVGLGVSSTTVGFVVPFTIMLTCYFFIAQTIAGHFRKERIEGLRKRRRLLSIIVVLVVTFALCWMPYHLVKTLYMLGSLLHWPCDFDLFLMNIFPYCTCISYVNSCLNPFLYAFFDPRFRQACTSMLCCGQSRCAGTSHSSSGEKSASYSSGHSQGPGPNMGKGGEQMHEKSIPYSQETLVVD
XBP1 UPR activ = adaptive UPR (XBP1) activation; CHO-XBP1 luciferase reporter, IRE1-XBP1 UPR activation, luminescence; percent of tunicamycin response, DMSO as zero; activation, % at 20 µM; 330,000 tested, 0.33% active; AID 463104;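 active = versus positive control, 20 µM dose yields 30% or more activation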;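 note: 100% = tunicamycin at 10 µg/mL and 0% = DMSO only wells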
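Material: CHO-XBP1 cells stably carrying IRE1-XBP1-driven luciferase reporter / Amount: 1000 cells per well / Compound: 20 µM, 1% DMSO / Times: 6 h treatment, 37 °C / Detection: luciferase luminescence / Measure: % activation of reporter signal versus tunicamycin and DMSO controls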
APJ ag = activates the human apelin receptor APJ; activation, % at 20 µM; P35414; 330,000 tested, 0.11% active; CHO-K1 APJ PathHunter beta-arrestin, luminescence; 0% DMSO wells, 100% apelin;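 active = activation more than six SD over the plate average, tested at 20 µM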;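 note: 0% = DMSO alone and 100% = apelin-13 at 10 nM; some results filed as inactive read as strong as hits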
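Test system – PathHunter CHO-K1 APJ (AGTRL-1) beta-arrestin reporter cells · Input – 1000 cells/well · Compound – single test compound dose, 20 µM final, 1% DMSO · Times – compound stimulation 90 min at 25 °C, detection 60 min · Technique – beta-gal luminescence · Read-out basis – APJ–arrestin association signal · Control set – negative DMSO alone, positive Apelin-13 at 10 nM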
TIM10 inh = TIM10 yeast growth inhibition. inhibition, % at 10 µM. S. cerevisiae TIM10 strain growth, BacTiter-Glo luminescence, 24 h. 330,000 tested, 1.4% active;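 active = inhibition of 40% or more at the single tested concentration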;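 note: wild-type TIM10 isogenic control strain grown at permissive 25 °C; 0% = DMSO yeast wells and 100% = minimal medium wells without yeast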
tim23-1 inh = tim23-1 yeast growth inhibition; 330,000 tested, 1.3% active; inhibition, % at 20 µM; S. cerevisiae tim23-1 growth, BacTiter-Glo luminescence, 24 h; AID 463212;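 active = growth inhibition of the mutant yeast at or above 50%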;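 note: temperature-sensitive mutant grown at 25 °C; plate controls were DMSO-treated mutant yeast for no effect and medium wells lacking yeast for full effect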
CXCR6 inh = CXCR6 (human) receptor inhibition. 360,000 tested, 0.36% active. CHO-K1 PathHunter CXCR6 beta-arrestin, luminescence. inhibition, % at 20 µM. AID 602244; in the data active = inhibition above about 34%, passing the limit was not always enough;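 note: antagonist mode with CXCL16 agonist at 10 nM final; 0% = 10 nM CXCL16 with DMSO and 100% = unstimulated wells without agonist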
Target sequence (O00574 whole entry, looked up): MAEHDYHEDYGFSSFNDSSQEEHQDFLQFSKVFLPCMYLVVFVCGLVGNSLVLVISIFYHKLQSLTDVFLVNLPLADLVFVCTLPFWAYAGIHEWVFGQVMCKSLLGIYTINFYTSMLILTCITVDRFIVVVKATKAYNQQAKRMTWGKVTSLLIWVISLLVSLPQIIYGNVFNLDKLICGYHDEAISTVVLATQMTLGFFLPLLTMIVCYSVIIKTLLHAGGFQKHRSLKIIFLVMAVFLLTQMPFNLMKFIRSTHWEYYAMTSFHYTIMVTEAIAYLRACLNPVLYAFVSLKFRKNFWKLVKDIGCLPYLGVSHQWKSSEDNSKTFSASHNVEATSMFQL
Numbers without * were called inactive; & = joins results of further samples.

Structure,tim10-1 inh,Mdm2-MdmX inh,UPR CHOP act,APJ antagonist,XBP1 UPR activ,APJ ag,TIM10 inh,tim23-1 inh,CXCR6 inh
Cc1cc(C)cc(NC(=O)CCNS(=O)(=O)c2ccc3c(c2)oc(=O)n3C)c1,4,-5,0.4,17,3,-5,6,-5,-4
CC(C)SCc1cc(N2CCCC2)nc(-c2ccccc2)n1,18,-26,-0.8,10,-1,-2,22,18,12
COc1ccc(C(=O)c2c3ccccc3[n+]([O-])n2CCCN)cc1,5,-32,0.8,9,0,4,7,3,-7&-11
CN(C)N1C(N)=C(C#N)C(c2ccccc2Cl)C2=C1CCCC2=O (stereo not drawn),2,22,2.6,-4,2,-1,-3,7,-3
CCOC(=O)C(C)n1cnc2scc(-c3ccc(C)c(C)c3)c2c1=O (stereo not drawn),30,8,-1.4,2,-1,0,14,47,-13
O=C(NCCN1CCCC1)c1ccc(Cl)cc1Cl,7,12,0.6,2,-5,-3,0,5,-6
COc1ccccc1C(=O)Nc1ccc(S(=O)(=O)Nc2cc(C)nc(C)n2)cc1,-13,27,1.7,13,-3,0,7,-5,-11
Cc1noc(C)c1COC(=O)c1cc(C)n(-c2ccccc2)c1C,28,-27,7.4,-2,2,10,3,13,-3
COc1cccc(N2CC(C(=O)Nc3nnc(SCC(=O)Nc4cc(C)on4)s3)CC2=O)c1 (stereo not drawn),13,-1,1.5,2,0,0,-7,-18,2
C=CCNC(=O)/C(C#N)=C/c1ccccc1OCc1ccc(C(=O)OC)cc1,45*,11,1.1,-9,-2,2,31,45,0
CN1C(=O)C(O)(CC(=O)/C=C\c2ccc3c(c2)OCO3)c2ccccc21 (stereo not drawn),42*,55*,-0.9,-31,-2,3,35,40,-6
CN(C)Cc1c(C(=O)N/N=C/c2cccc(OCc3c(F)cccc3Cl)c2)nnn1-c1nonc1N,8,32,7.3,-4,-5,5,-6,-1,2

Structure,tim10-1 inh,Mdm2-MdmX inh,UPR CHOP act,APJ antagonist,XBP1 UPR activ,APJ ag,TIM10 inh,tim23-1 inh,CXCR6 inh
CCSc1nnc(NC(=O)c2nc(-c3ccccc3)n(-c3ccccc3)n2)s1,55*,-12,1.0,-1,1,-2,51*,50,-5
CC1CC1C(=O)OCC(=O)Nc1cccc(S(=O)(=O)NC2=NCCCCC2)c1 (stereo not drawn),16,2,-0.5,-26,0,-2,-6,18,1
O=C(NCCc1ccccc1)c1cc(-c2ccco2)on1,-5,-136,4.0,-14,5,-2,-16,-16,0
O=c1[nH]c2ccccc2nc1/C=C/c1ccc(Cl)cc1,6,-15,5.6,-3,10,-3,20,-5,-6
CCN1C(=O)[C@H]2[C@@H](c3ccc(-c4cccc(Cl)c4)cc3)N[C@@](CC(C)C)(C(=O)OC)[C@H]2C1=O,9,52*,-0.8,13,0,-3,11,14,13
CCCn1c(CCC(=O)O)nc2cc(S(=O)(=O)N3CCCC3)ccc21,2,16,-1.2,5,-1,-1,11,-3,0
O=C(CNC(=O)C(c1ccccc1)c1ccccc1)N/N=C\c1cccc(O)c1,-5,-6,1.0,-1,-3,-3,-10,-2,-2
COc1cc(/C=C/C(=O)c2cccc([N+](=O)[O-])c2)cc(OC)c1OC,53*,52*,19,5,-3,1,13,48,-6
Cc1ccc(/C=C/C(=O)OCC(=O)Nc2ccc3[nH]c(=O)[nH]c3c2)o1,3,14,1.4,22,-4,-8,6,10,0
O=C(O)CCn1c(CO)nc2ccccc21,-6,21,0.2,-12,-1,-2,-8,11,-16
COc1ccc(NC(=O)CS(=O)c2ccc(Br)cc2)cc1 (stereo not drawn),8,2,1.1,2,-2,-7,5,10,-5
COc1ccc(Br)cc1CNC(=O)CCCc1cn(C)c2ccccc12,13,30,0.3,5,-1,-2,3,-2,7

3 entries from above, ordered by formula weight, high to low.
Structure,tim10-1 inh,Mdm2-MdmX inh,UPR CHOP act,APJ antagonist,XBP1 UPR activ,APJ ag,TIM10 inh,tim23-1 inh,CXCR6 inh
O=C(CNC(=O)C(c1ccccc1)c1ccccc1)N/N=C\c1cccc(O)c1,-5,-6,1.0,-1,-3,-3,-10,-2,-2
COc1cc(/C=C/C(=O)c2cccc([N+](=O)[O-])c2)cc(OC)c1OC,53*,52*,19,5,-3,1,13,48,-6
O=C(NCCc1ccccc1)c1cc(-c2ccco2)on1,-5,-136,4.0,-14,5,-2,-16,-16,0

(list continues)
Structure,tim10-1 inh,Mdm2-MdmX inh,UPR CHOP act,APJ antagonist,XBP1 UPR activ,APJ ag,TIM10 inh,tim23-1 inh,CXCR6 inh
COc1ccc(CNC(=O)CN2C(=O)NC3(CCCCCC3)C2=O)cc1,-3,2,-1.9,2,-1,-2,-10,-15,0
Cn1ncc2c(Nc3ccccc3Br)ncnc21,-3,21,-2.4,-13,-1,3,-17,-5,0
O=C(Nc1cccnc1)c1ccc(Br)c(S(=O)(=O)N2CCCC2)c1,2,7,-1.7,-15,-6,1,3,3,-21
N#C/C(=C\c1ccc(O)c(O)c1)C(=O)N1CCc2ccccc21,16,-3,175*,33,11,-2,7,26,26
COc1ccc(CCN(Cc2cc3cc(C)cc(C)c3nc2Cl)C(=O)C2CC2)cc1,29,31,-0.8,-1,-5,-4,18,14,12
Cc1ccccc1NC(=O)Nc1cnccn1,-9,-18,2.9,8,-4,-2,8,-8,-2
CN1C(=S)SC(/[N+]([O-])=C\c2cccs2)C1(C)C (stereo not drawn),11,4,0.7,5,0,4,8,2,1
CC1CC(C)CN(CC(O)COCCOc2ccc(Br)cc2)C1 (stereo not drawn),1,-3,1.0,-6,1,-3,15,15,12
COc1cccc(NC(=O)CNC(=O)c2cccs2)c1,13,-14,2.5,-8,6,-2,2,7,-9
O=C(CCN1C(=O)CSc2ccccc21)Nc1ccc(OC(F)(F)F)cc1,8,3,1.0,-9,2,-5,-2,29,6
CC(=O)NC1(C(F)(F)F)C(=O)Nc2c1c(=O)[nH]c(=O)n2-c1ccccc1 (stereo not drawn),-20,-10,0.9,1,2,-1,-3,7,-20
CCc1cc(Cn2nc(-c3ccccc3)cc2C(=O)NCc2cccc(Br)c2)on1,13,36,1.1,4,-2,1,15,30,3

Single records, from the list above. Screens in order: tim10-1 inh, Mdm2-MdmX inh, UPR CHOP act, APJ antagonist, XBP1 UPR activ, APJ ag, TIM10 inh, tim23-1 inh, CXCR6 inh
Record of CC(C)SCc1cc(N2CCCC2)nc(-c2ccccc2)n1 : 18, -26, -0.8, 10, -1, -2, 22, 18, 12
Record of N#C/C(=C\c1ccc(O)c(O)c1)C(=O)N1CCc2ccccc21 : 16, -3, 175*, 33, 11, -2, 7, 26, 26
Record of O=C(O)CCn1c(CO)nc2ccccc21 : -6, 21, 0.2, -12, -1, -2, -8, 11, -16
Record of O=C(NCCN1CCCC1)c1ccc(Cl)cc1Cl : 7, 12, 0.6, 2, -5, -3, 0, 5, -6
Record of CCCn1c(CCC(=O)O)nc2cc(S(=O)(=O)N3CCCC3)ccc21 : 2, 16, -1.2, 5, -1, -1, 11, -3, 0

Continuation.
Structure,tim10-1 inh,Mdm2-MdmX inh,UPR CHOP act,APJ antagonist,XBP1 UPR activ,APJ ag,TIM10 inh,tim23-1 inh,CXCR6 inh
CN(c1ccccc1C(=O)Nc1ccc(CC#N)cc1)S(=O)(=O)c1ccccc1,23,-15,0.4,-4,0,5,16,39,2
C[C@H](CO)N1C[C@H](C)[C@@H](CN(C)Cc2ccncc2)Oc2ccc(NC(=O)CCCCCC(=O)Nc3ccccc3N)cc2C1=O,5,1,-0.6,2,-1,-3,-5,11,-4
Oc1ccc(Cl)cc1CNc1cccc2cccnc12,7,50,3.1,2,8,2,7,13,-1
CCOP(=O)(c1ccc(N(C)C)cc1)C(O)c1ccncc1 (stereo not drawn),-7,7,1.8,-9,-4,-1,7,-9,4
COc1ccc(C(=O)NCC(c2ccco2)N2CCCC2)cc1S(=O)(=O)N1CCCCC1C (stereo not drawn),-6,-31,-0.4,-7,-3,0,-1,3,-4
COc1ccc(S(=O)(=O)N2CCCC(C(=O)N3CCCCCC3)C2)cc1 (stereo not drawn),11,-27,-2.9,-5,0,-2,11,29,2
Cc1ccc(S(=O)(=O)Nc2ccccc2N(C)S(=O)(=O)c2ccc(C)cc2)cc1,20,-18,0.1,-5,-4,16,5,26,5
Cc1ccc([N+](=O)[O-])cc1NC(=O)c1ccoc1C,10,11,3.6,5,-1,3,-12,6,-2
COc1ccc(C)cc1NC(=O)N1CCCc2ccccc21,47*,-11,1.2,-2,-5,-4,4,26,-4
O=C(CSc1ncnc2c1cnn2-c1cccc(Cl)c1)NCC1CCCO1 (stereo not drawn),15,15,1.0,-4,-3,-3,15,20,-10
CCO[C@H]1OC(C(=O)N2CCN(Cc3ccc4c(c3)OCO4)CC2)=C[C@@H](C(C)(C)C)[C@@H]1CCCO,8,37,2.5,-11,1,2,-10,19,-6
O=C1Nc2ccc(Br)cc2C1(O)Cc1ccncc1 (stereo not drawn),-17,-14,-0.6,21,0,1,-3,3,-4

These rows are one share of the data; count on the stated rates, not on these rows.
